PNC assembly inh – High Content Assay for Compounds that inhibit the Assembly of the Perinucleolar Compartment; PC3M PTB-GFP, PNC prevalence imaging, 16 h; stronger effect = lower value; activity change (PNC), negative = inhibition, % at 10 µM; actives 3.1% (n = 140,000);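 active = readout at or below -70, meaning at least 70% loss of cells showing the perinucleolar compartment, a nuclear body marking cancer cells; inconclusive = readout between -30 and a set limit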;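 note: plate controls were DMSO wells for no effect and camptothecin positive control wells for full effect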
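Compounds are pinned in duplicate onto adhered PC3M cells stably expressing GFP-tagged PTB and incubated 16 h at 37 C. Cells are then fixed, nuclei stained with Hoechst, and PNC-positive cells counted.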
ALOX15B inhib – qHTS Assay for Inhibitors of 15-hLO-2 (15-human lipoxygenase 2). Polyunsaturated fatty acid lipoxygenase ALOX15B (Homo sapiens), O15296. purified 15hLO-2, xylenol orange hydroperoxide absorbance. Potency, µM (doses to about 57.1 µM), inactives show at the highest dose activity change, negative = inhibition, most hits filed as inhibitors. actives 0.56% (n = 110,000); note: potency is the fitted concentration of half-maximal effect; nearly all actives have a fitted effect of over 60% in size; many of its hits are not listed in these tables
Target sequence (O15296 whole entry, looked up): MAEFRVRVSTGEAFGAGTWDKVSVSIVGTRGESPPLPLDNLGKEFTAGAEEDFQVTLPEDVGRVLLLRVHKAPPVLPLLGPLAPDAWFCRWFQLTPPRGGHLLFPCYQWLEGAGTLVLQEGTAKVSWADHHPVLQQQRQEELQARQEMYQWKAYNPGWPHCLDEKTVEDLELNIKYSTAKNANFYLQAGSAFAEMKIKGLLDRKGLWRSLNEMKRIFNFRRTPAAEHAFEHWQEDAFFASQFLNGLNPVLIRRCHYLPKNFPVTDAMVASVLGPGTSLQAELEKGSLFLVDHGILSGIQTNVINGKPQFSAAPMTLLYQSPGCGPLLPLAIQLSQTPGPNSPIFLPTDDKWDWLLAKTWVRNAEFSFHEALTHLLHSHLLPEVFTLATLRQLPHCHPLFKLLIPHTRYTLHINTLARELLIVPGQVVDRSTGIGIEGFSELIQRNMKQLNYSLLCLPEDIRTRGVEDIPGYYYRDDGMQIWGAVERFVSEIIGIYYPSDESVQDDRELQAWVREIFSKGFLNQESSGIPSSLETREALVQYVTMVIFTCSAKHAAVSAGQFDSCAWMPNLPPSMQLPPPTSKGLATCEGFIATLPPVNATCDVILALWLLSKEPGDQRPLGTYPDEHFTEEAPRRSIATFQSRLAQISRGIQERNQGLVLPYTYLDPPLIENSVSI
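Purified human 15hLO-2 (50 nM final) preincubated with compounds 15 min at room temperature in 25 mM Hepes pH 7.5, 0.01% Triton X-100, then 45 uM arachidonic acid added for 90 min; hydroperoxide detected via ferrous/xylenol orange, 573/405 nm absorbance ratio.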
IMPase cell inh – qHTS Assay for Identifying the Cell-Membrane Permeable IMPase Inhibitors; Inositol monophosphatase 1 (Rattus norvegicus), P97697; CHO-M1 cells, IP1 accumulation, HTRF TR-FRET ratio; inhibition (IP1 accumulation), % at 46.1 µM; 120,000 tested, under 10 active; active = well fitted curve in the direction sought with a large enough effect in the signal ratio, not every such curve was filed as active; inconclusive = small, poorly fitted or top-dose-only effect, or a change in a side signal; inactive = no such curve, though single readings can be large or run the other way; the % refers to the signal ratio;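 note: cells stimulated with carbachol in lithium chloride buffer; plate controls were DMSO basal wells for no effect and reference inhibitor wells for full effect; higher means more IMPase inhibition seen as more IP1 and lower FRET ratio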
Target sequence (P97697 whole entry, looked up): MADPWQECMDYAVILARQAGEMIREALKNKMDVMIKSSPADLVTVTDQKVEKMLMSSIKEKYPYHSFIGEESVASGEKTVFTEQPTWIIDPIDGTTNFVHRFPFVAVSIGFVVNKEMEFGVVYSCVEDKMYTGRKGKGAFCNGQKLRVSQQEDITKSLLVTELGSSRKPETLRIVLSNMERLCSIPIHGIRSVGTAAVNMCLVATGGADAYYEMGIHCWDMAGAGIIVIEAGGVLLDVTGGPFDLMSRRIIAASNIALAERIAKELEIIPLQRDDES
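Measured: the HTRF emission ratio (665/620 nm) plus the 620 nm donor channel, each fitted to the Hill equation to give AC50. Cells were CHO-M1 given compounds up to 46 uM and a 30 min carbachol stimulation at 37C.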
ALOX12 inhib – qHTS Assay for Inhibitors of 12-hLO (12-human lipoxygenase); Polyunsaturated fatty acid lipoxygenase ALOX12 (Homo sapiens), P18054; purified 12-hLO, xylenol orange hydroperoxide absorbance; Potency, µM (doses to about 57.1 µM), for the others: top-dose activity change, negative = inhibition, actives largely listed as inhibitors; actives 0.12% (n = 150,000); note: potency is the fitted concentration of half-maximal effect; nearly all actives have a fitted effect of over 55% in size; many of its hits are not listed in these tables
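Purified human 12hLO (150 nM final) was preincubated with compounds for 15 min at room temperature in 25 mM Hepes pH 7.0, 0.01% Triton X-100, then reacted with 40 uM arachidonic acid for 30 min. Hydroperoxide was detected with ferrous iron/xylenol orange.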
The depositor's hits bear a star; ? = inconclusive; · = not tested or not shown; [ ] = another dose, or the depositor's remark. Unless noted, calls come from the whole dose curve; as a rule, active = well fitted curve in the direction sought with a large enough effect; inconclusive = small, poorly fitted or top-dose-only effect, or another doubt; inactive = no such curve, though single readings can be large; an effect the other way counts as inactive or inconclusive. Unless noted, % is set by controls: 0 for no effect and ±100 for the full control effect.

Start of the listing, in advance (3 entries):
SMILES	PNC assembly inh	ALOX15B inhib	IMPase cell inh	ALOX12 inhib
CC(NC(=O)NC1CCCCC1)C(c1cccs1)N1CCOCC1 (centres undefined)	-19	·	-7	4%
C=CCn1c(SCc2ccc(F)cc2)nc2c1c(=O)[nH]c(=O)n2C	23	-4%	2	-2%
O=C(Nc1ccc(F)cc1F)c1sccc1SCc1cccc(C(F)(F)F)c1	57	-8%	4	2%

Results, previewed entries included:
SMILES	PNC assembly inh	ALOX15B inhib	IMPase cell inh	ALOX12 inhib
CC(NC(=O)NC1CCCCC1)C(c1cccs1)N1CCOCC1 (centres undefined)	-19	·	-7	4%
C=CCn1c(SCc2ccc(F)cc2)nc2c1c(=O)[nH]c(=O)n2C	23	-4%	2	-2%
O=C(Nc1ccc(F)cc1F)c1sccc1SCc1cccc(C(F)(F)F)c1	57	-8%	4	2%
COc1ccc(S(=O)(=O)N2CCN(Cc3ccc(Cl)cc3)CC2)cc1	15	-4%	-8	-12%
O=C(Nc1ccccc1)Nc1nnc(CSCc2ccccc2Cl)s1	-88*	·	3	-3%
CCOc1ccc(NC(=O)CSCC(=O)O)cc1	19	8%	?	-4%
C=CCN1C(=O)NC2(O)C(=O)c3ccccc3C12O (centres undefined)	-2	3%	-3	-1%
CCOC(=O)CCc1c(C)n(CC)c2ncnn2c1=O	60	·	0	1%
COc1ccc(NC(=O)N2CC[C@@]3(CCCN(C(=O)c4cccc(F)c4)C3)C2)cc1	·	-3%	·	1%
O=c1cc(N2CCN(c3ccc(F)cc3)CC2)[nH]c(=O)n1Cc1ccc(F)cc1	-22	-2%	-5	3%
Cc1ccc(SCC(=O)N(Cc2nc(-c3ccccc3)no2)C(C)C)cc1	23	0%	4	-3%
O=C(NCCCn1ccnc1)C(=O)NCC1OCCCN1S(=O)(=O)c1ccc(Cl)cc1 (centres undefined)	10	·	·	0%
CN(NC(=S)Nc1ccc(OC(F)F)cc1)C(=S)Nc1ccc(OC(F)F)cc1	-1	·	8	-4%
O=c1cnn([C@@H]2O[C@H](CO)[C@@H](O)[C@H]2O)c(=O)[nH]1	-111*	·	·	-6%
CCc1ccc(C(=O)Cn2ncc(Cl)c(Cl)c2=O)cc1	6	-29%	-8	-11%
CCC(=O)Nc1cc(NC(=O)CSc2nnc(C(C)C)n2CC)ccc1C	43	-2%	-13	0%
CCOc1nc(-c2ccncc2)nc2ccccc12	-13	·	-2	2%
COc1cc(-c2csc(N3CCOCC3)n2)cc(OC)c1OC	26	-9%	0	1%
Cn1c(=O)c(=O)n(C)c2cc(S(=O)(=O)N3CCCCC3)ccc21	-11	6%	6	-2%
Cc1ccc(-c2nc3ccccc3c(=O)n2Cc2ccccc2)cc1	?	·	·	-2%

5 consecutive compounds already listed:
SMILES	PNC assembly inh	ALOX15B inhib	IMPase cell inh	ALOX12 inhib
CCOC(=O)CCc1c(C)n(CC)c2ncnn2c1=O	60	·	0	1%
COc1ccc(NC(=O)N2CC[C@@]3(CCCN(C(=O)c4cccc(F)c4)C3)C2)cc1	·	-3%	·	1%
O=c1cc(N2CCN(c3ccc(F)cc3)CC2)[nH]c(=O)n1Cc1ccc(F)cc1	-22	-2%	-5	3%
Cc1ccc(SCC(=O)N(Cc2nc(-c3ccccc3)no2)C(C)C)cc1	23	0%	4	-3%
O=C(NCCCn1ccnc1)C(=O)NCC1OCCCN1S(=O)(=O)c1ccc(Cl)cc1 (centres undefined)	10	·	·	0%

(next part)
SMILES	PNC assembly inh	ALOX15B inhib	IMPase cell inh	ALOX12 inhib
CCOc1ccc(Nc2nc(Cc3nnc(SCC(=O)NC4CCCC4)n3C)cs2)cc1	?	14%	6	-4%
CCN(CC)S(=O)(=O)c1ccc(N2CCCCC2)c(NC(=O)/C(C#N)=C/c2ccc(OC)cc2)c1	-10	·	·	-2%
COc1ccc(/C=N/c2oc(-c3ccccc3)cc2C#N)cc1	?	-13%	11	-15%
O=C(COC(=O)c1c2c(nc3ccccc13)CCCCC2)c1ccc(Cl)s1	-29	·	4	-5%
Cc1cccc(C)c1NC(=O)C1CCCNC1 (centres undefined)	34	-5%	5	2%
CCn1c(=O)c(C(=O)Nc2cnccn2)c(O)c2ccccc21	?	-7%	3	-1%
CC(=O)NCCNC(=O)CNC(=O)c1ccc(Cl)cc1	?	·	6	-3%
CN(C(=O)c1ccncc1)c1nnc(-c2cnccn2)s1	-10	-2%	-13	2%
CC1C(=O)N(c2ccc(S(=O)(=O)N(C)C)cc2)C1(/C=C/c1ccccc1)C(=O)NC1CCCC1 (centres undefined)	2	·	·	-6%
CONc1nc2nonc2nc1NOC	47	·	·	0%
COc1cccc(-c2cc(C(=O)Nc3ccc(OC)c(OC)c3)no2)c1	-4	-1%	0	-7%
CC1(C)CN=C(NC2CCCCC2)S1	6	7%	18	-6%
COC(=O)c1cccc(C(=O)Nc2cnc3ccccc3c2)n1	?	-3%	2	-3%
O=C1CC(c2cccnc2)c2cc3c(cc2N1)OCCO3 (centres undefined)	-18	4%	10	3%
Nc1cccc(S(=O)(=O)O)c1	·	-13%	·	3%
COc1ccc(C(=O)Nc2ccc(NC(=O)c3cccs3)cc2)cc1[N+](=O)[O-]	14	·	-11	-2%
COc1ccc(Cl)cc1NC(=O)Cn1nc(-c2ccc(C)cc2)n(C)c1=S	?	·	·	1%
Cc1cccc(C)c1NC(=O)CSc1ncnc2nc[nH]c12	?	-1%	1	6%
O=C(Cc1cn2ccsc2n1)NCc1ccccc1	?	-1%	-5	2%
COc1cccc(CN2CCC(C(=O)N3CCN(c4ccccc4F)CC3)CC2)c1OC	38	·	·	-2%
COc1ccc(NC(=O)c2cc(Cl)ccc2Cl)c([N+](=O)[O-])c1	94	·	·	-5%
O=[N+]([O-])c1cc(C(F)(F)F)ccc1Sc1nccn1Cc1ccccc1	5	57%[activator]	?	-4%
COC(=O)c1oc2ccc(Cl)cc2c1N	?	-9%	-2	5%
CCN(C(=O)c1ccc(S(C)(=O)=O)cc1)C12CC3CC(CC(C3)C1)C2	-9	·	1	1%
COc1ccc(NC(=O)CCSc2ccc(C)cc2)cc1	-26	·	4	-1%
CCOC(=O)C1CCN(Cc2cnc(Oc3ccc(N)cc3)s2)CC1	-19	1%	-1	2%
Cc1ccc(S(=O)(=O)Nc2cccc3cccnc23)cc1	?	42%[activator]	-1	9%
CN1CCN(C(CNS(=O)(=O)c2ccc(F)cc2)c2cccnc2)CC1 (centres undefined)	-100*	·	-12	-1%
O=C(Cn1[nH]c(=O)c2ccccc2c1=O)NC1CCCCCC1	-86*	4%	8	-4%
O=C(Nc1ccccc1)NC1CCCCC1	?	0%	-2	12%
COC(=O)C1CCCN1C(=O)COc1ccc(Cl)cc1Br (centres undefined)	-8	·	·	6%
O=C(CSc1nnc(-c2cnccn2)n1Cc1ccco1)c1ccc(Cl)c(Cl)c1	-6	-7%	2	-11%
O=C(CSc1nncs1)Nc1ccc2c(c1)OCCO2	11	1%	3	5%
Cc1cccc2cc(COC(=O)c3ccccn3)c(=O)[nH]c12	?	0%	0	-2%
Cc1cc(/C=N/n2cnnc2)c(C)n1-c1cccc(C(=O)O)c1	-30	-2%	-1	-8%
CCN1C(=O)/C(=C2/C=Cc3cc(C)ccc3N2CC)N(C)C1=S	?	·	?	-5%
CC(NC(=O)CCNC(=O)c1ccccc1Cl)C1CC2CCC1C2 (centres undefined)	35	·	·	-2%
O=C(NCCSCc1c(F)cccc1Cl)c1ccco1	-15	-4%	1	-2%
Cc1noc(C)c1CSc1ccccc1C(=O)Nc1nccs1	-17	-12%	-6	-1%
O=C(c1cnccn1)N1CCc2ccccc21	0	0%	5	-1%

Profiles as entered above. Screens in order: PNC assembly inh, ALOX15B inhib, IMPase cell inh, ALOX12 inhib
O=C(CSc1nnc(-c2cnccn2)n1Cc1ccco1)c1ccc(Cl)c(Cl)c1 is entered as -6, -7%, 2, -11%
COc1ccc(S(=O)(=O)N2CCN(Cc3ccc(Cl)cc3)CC2)cc1 is entered as 15, -4%, -8, -12%
O=C(COC(=O)c1c2c(nc3ccccc13)CCCCC2)c1ccc(Cl)s1 is entered as -29, ·, 4, -5%

(listing goes on)
SMILES	PNC assembly inh	ALOX15B inhib	IMPase cell inh	ALOX12 inhib
O=C(Nc1ccc(Cl)cc1C(=O)NCc1cccnc1)c1ccco1	50	-1%	4	4%
CNC1C(O)C(O)C(CO)O[C@H]1OC1C(O[C@@H]2C(O)C(O)[C@@H](N=C(N)N)C(O)C2N=C(N)N)OC(C)[C@]1(O)C=O (some centres undefined)	·	15%	·	-5%
CCSc1nnc(NC(=O)C(C)Sc2nc3ccccc3[nH]2)s1 (centres undefined)	?	·	-3	2%
CCOC(=O)C1CCCN(C(=O)CCCOc2cc(=O)n(C)c3ccccc23)C1 (centres undefined)	3	7%	-2	-2%
CCOC(=O)N1CCN(c2ccc(S(=O)(=O)N(Cc3ccccc3)Cc3ccccc3)cn2)CC1	29	6%	5	1%
CCOc1ccc(N2CC(=O)SC2=S)cc1	11	-9%	-6	-13%
COc1ccc([N+](=O)[O-])cc1-n1cccc1	-10	·	·	1%
Cc1ccc(-n2nnnc2Sc2nc([N+](=O)[O-])nn2C)cc1	53	·	-18	-2%
Cc1cc(N2CCCCC2)nc2ccc(Cc3ccc4nc(N5CCCCC5)cc(C)c4c3)cc12	·	0%[11.4 µM]	·	-4%[11.4 µM]
Cc1cc(F)ccc1S(=O)(=O)N1CCCOC1CNC(=O)C(=O)NCCC1=CCCCC1 (centres undefined)	14	·	·	-2%
COc1ccc2c(c1OC)C(=O)N1c3ccccc3C(=O)N(c3ccc(F)cc3)C21 (centres undefined)	-9	2%[2.29 µM]	-3	-3%
CCc1cccc(OCCCCNCCCOC)c1	-29	·	·	-5%
COc1ccc(-c2cn3cc(C)ccc3n2)cc1OC	?	-5%[2.29 µM]	-21	-7%
Cc1ccc(-c2cc(C(=O)Nc3cc(C)on3)c3ccccc3n2)c(C)c1	1	·	6	-10%
CC(C)CN(C#N)c1nc(N2CCOCC2)nc(N2CCOCC2)n1	?	0%	15	-6%
Cc1cccc(N2C(=O)CS/C2=N\NC(=O)c2ccc(Cl)cc2)c1C	86	·	-1	-2%
CN(C)c1nc(C#N)nc(N2CCOCC2)n1	12	-11%	4	3%
O=C(COc1cccc(Cl)c1)Nc1ccc(N2CCOCC2)cc1	5	-3%	1	7%
O=C(CSc1nnc(Nc2ccccc2)s1)NN1C(=O)NC2(CCCCC2)C1=O	-25	·	·	0%
Cc1nc(NC2=NCN(Cc3ccco3)CN2)nc2ccccc12	-24	5%	10	-1%
O=C(COc1ncnc2c(Cl)cc(Cl)cc12)N1CCN(S(=O)(=O)c2ccccc2)CC1	26	5%	-28	-4%
O=[N+]([O-])c1ccc(COc2ccc(CNc3ccccc3)cc2)cc1	14	·	·	2%
CCn1c(Cc2ccc(OC)cc2)nnc1SCC(=O)Nc1cccc(C(=O)OC)c1	449	·	1	7%
CCCCc1c(C)c(C#N)c2nc3ccccc3n2c1Cl	?	·	1	3%
COc1ccc(C=O)cc1OS(=O)(=O)c1ccccc1[N+](=O)[O-]	?	·	·	1%
Cc1ccc(NC(=O)c2ccc(S(=O)(=O)C(F)F)cc2)c(C)c1	?	·	5	4%

These rows are one share of the data; rates above refer to the full screens.
